PGE2 EP2 inh: human EP2 receptor antagonists, primary screen, TR-FRET cAMP, C6 glioma cells | Prostaglandin E2 receptor EP2 subtype (Homo sapiens), P43116 | C6 glioma cells expressing human EP2; cells stimulated with saturating PGE2 | inhibition, % at 25 µM | 260,000 compounds, 0.52% hits;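 active means percent inhibition above 40 after rounding to a whole number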;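 further: rat C6 glioma host cells with rolipram phosphodiesterase inhibitor present; the protocol text gives 20 µM as final concentration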
Target sequence (P43116 whole entry, looked up): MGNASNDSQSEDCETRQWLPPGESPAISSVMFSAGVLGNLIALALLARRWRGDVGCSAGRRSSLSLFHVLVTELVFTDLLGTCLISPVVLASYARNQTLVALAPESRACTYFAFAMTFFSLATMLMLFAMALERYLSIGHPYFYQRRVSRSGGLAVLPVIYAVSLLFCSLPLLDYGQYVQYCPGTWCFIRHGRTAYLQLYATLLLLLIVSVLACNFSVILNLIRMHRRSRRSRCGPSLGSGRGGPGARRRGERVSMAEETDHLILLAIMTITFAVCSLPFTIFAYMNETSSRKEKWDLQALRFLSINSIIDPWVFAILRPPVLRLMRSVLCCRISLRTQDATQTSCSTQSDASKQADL
Hck-Nef inh: inhibitors of Nef-activated human Hck kinase, primary screen, biochemical, Z-Lyte FRET, 384-well, Hck-YEEI; Tyrosine-protein kinase HCK (Homo sapiens), P08631; Recombinant Hck-YEEI plus Nef, Z-Lyte FRET kinase assay; inhibition, % at 20 µM; 220,000 compounds, 0.68% hits; AID 463187, 2010;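 active means Hck-Nef kinase inhibition above about 50%, limit read from the data; inactive means inhibition below that limit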;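 further: 0% = DMSO with Hck plus Nef and 100% = Hck alone without Nef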
zVAD death inh: inhibitors of zVAD-triggered necroptosis, primary screen, L929 cells; viability rescue, % at 10 µM; 220,000 compounds, 0.38% hits; L929 zVAD necroptosis rescue, ATP luminescence, 24 h; with zVAD 60 µM;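 active means activation, scaled between plate controls, above about 75%, limit read from the data; inactive means activation under that limit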;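 further: 0% = zVAD with DMSO and 100% = DMSO alone without zVAD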
EP2 modulator: EP2 receptor modulators, cAMP readout, primary screen, cell-based, HTRF cAMP, PGE2 stimulation; Prostaglandin E2 receptor EP2 subtype (Homo sapiens), P43116; EP2-expressing cells, cAMP HTRF FRET, PGE2 co-stimulation; induction, % at 25 µM; 260,000 compounds, 0.83% hits;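 active means compounds whose cAMP rise, as percent of the full-agonist control response, exceeds 60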;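 further: rat C6 glioma line stably carrying human EP2 under a CMV promoter; the protocol text gives 20 µM as final concentration; 100% = response of wells given 1 µM PGE2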
eIF4E 4G PPI: eIF4E–eIF4G protein interaction inhibitors, primary screen, biochemical, uHTS, TR-FRET, eIF4GI fragment | Eukaryotic translation initiation factor 4E (Mus musculus) + Eukaryotic translation … | TR-FRET eIF4E-eIF4GI(517-606) binding, 2 h | inhibition, % at 21.7 µM | 220,000 compounds, 0.37% hits;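 active means inhibition above about 30%, limit read from the data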;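 further: 0% = full FRET control wells and 100% = background wells lacking eIF4GI fragment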
Rad51 HR inh: human RAD51 strand exchange inhibitors, primary screen, biochemical, fluorescence | hRad51 DNA strand exchange, fluorescence dequenching | inhibition, % at 10 µM | 200,000 compounds, 0.085% hits;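 active means inhibition above 40% at the single screening dose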;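 further: 0% = DMSO control wells and 100% = blanks with heterologous ssDNA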
Target sequence (Q06609 whole entry, looked up): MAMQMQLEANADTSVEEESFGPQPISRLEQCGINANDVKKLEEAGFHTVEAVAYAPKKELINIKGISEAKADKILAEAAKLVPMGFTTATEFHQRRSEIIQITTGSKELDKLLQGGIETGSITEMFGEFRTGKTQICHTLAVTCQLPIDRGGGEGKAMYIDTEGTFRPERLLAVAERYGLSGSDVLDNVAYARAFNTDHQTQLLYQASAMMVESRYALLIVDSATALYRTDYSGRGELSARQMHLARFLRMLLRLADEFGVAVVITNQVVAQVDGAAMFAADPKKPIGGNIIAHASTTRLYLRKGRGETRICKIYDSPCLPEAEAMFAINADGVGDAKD
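Assay system: Human Rad51 nucleoprotein filaments preassembled on unlabelled ssDNA | Reagent: Donor/quencher-labelled 47-bp dsDNA substrate | Doses: One concentration, 10 µM final | Times: 37 °C 15-min filament assembly, 30-min compound preincubation, 15-min exchange | Technique: Fluorescein emission 520 nm, excitation 485 nm | Benchmarks: Plate control and blank wells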
m-calpain inh: inhibitors of pig calpain II, primary screen, biochemical, fluorogenic peptide substrate, 1536-well | purified calpain II, 30 min | 220,000 compounds, 0.37% hits | AID 1236, 2008 | inhibition, % at 16 µM;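 active means inhibition above about 50%, limit read from the data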
TbHK1 inh: Trypanosoma brucei hexokinase 1 inhibitors, primary screen, biochemical, G6PDH-coupled NADH absorbance, MLSCN library | hexokinase 1 [Trypanosoma brucei] | recombinant TbHK1, G6PDH-coupled NADH A340 | inhibition, % at 10 µM | 220,000 compounds, 0.11% hits;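 active means inhibition of 50% or more in the single-dose primary screen; inactive means inhibition below 50%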
14-3-3 Bad inh: inhibitors of 14-3-3 zeta/Bad binding, primary screen, biochemical, TR-FRET, bovine 14-3-3 zeta; 14-3-3 protein zeta/delta (Bos taurus), P63103; TR-FRET 14-3-3zeta/Dy647-pBad peptide displacement, 1 h; inhibition, % at 21.7 µM; 220,000 compounds, 0.71% hits; AID 781, 2007;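 active means inhibition above about 70%, limit read from the data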;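 further: 0% = full 14-3-3 plus peptide FRET controls and 100% = background without 14-3-3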
Target sequence (P63103 whole entry, looked up): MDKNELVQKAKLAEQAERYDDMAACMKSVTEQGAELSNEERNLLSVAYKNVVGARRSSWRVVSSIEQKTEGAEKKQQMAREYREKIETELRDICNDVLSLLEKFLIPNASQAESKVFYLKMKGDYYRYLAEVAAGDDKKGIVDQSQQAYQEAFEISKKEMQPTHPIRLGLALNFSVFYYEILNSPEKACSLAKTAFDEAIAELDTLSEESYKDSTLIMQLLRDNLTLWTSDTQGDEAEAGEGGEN
Active calls of the source: *; x = no result given; [ ] = another dose, or the depositor's remark. Not all compounds are listed; count on the stated rates, not on these rows.

SMILES	PGE2 EP2 inh	Hck-Nef inh	zVAD death inh	EP2 modulator	eIF4E 4G PPI	Rad51 HR inh	m-calpain inh	TbHK1 inh	14-3-3 Bad inh
OCCNCc1cccc(Br)c1	6	-11	1.2	-1	-4	5	14	-1	-9
CCOc1ccccc1NC(=O)c1cccc(NC(=O)c2ccco2)c1	13	10	-0.3	3	5	-10	-11	9	6
CCOc1cc(C=O)cc(Br)c1OCC(=O)NCCc1ccccc1	7	5	0.1	-15	2	6	-25	-9	11
CCc1cccc2c(SC(C)C(=O)NCC3CCCO3)nc(-c3ccccc3)nc12 (stereo not given)	9	-1	0.0	42	-14	-5	22	-13	0
Cc1ccc2c(c1)c1c(n2C)-c2[nH]ncc2CC1	15	6	2.8	-69	-3	3	-136	0	-12
Nn1c(Cc2cccc3ccccc23)nnc1SCc1c(F)cccc1Cl	10	5	-0.5	-49	-3	18	36	1	-3[fluorescence artefact?]
CC(=O)Nc1ccc2c(c1)CN(c1cc(C)ccc1C)CO2	6	34	-0.2	-10	4	1	-18	-5	-4[fluorescence artefact?]
Clc1ccc(-c2nnc(CNC3CC3)o2)cc1	9	0	0.7	10	4	-2	-10	-2	9[fluorescence artefact?]
CCOC(=O)CNC(=O)C(Cc1ccccc1)NS(=O)(=O)c1ccc2c(c1)CCC(=O)N2 (stereo not given)	6	0	0.0	x	x	-1	x	4	x
Cc1cc2nc(C(C)(C)C)cc(N)n2n1	6	-14	2.4	-17	1	10	-25	-2	-4
CCOC(=O)N(C)S(=O)(=O)c1ccccc1[N+](=O)[O-]	1	4	0.7	8	2	0	-16	-7	3
CC(C)C(C(=O)NCc1ccco1)N(C(=O)CNS(=O)(=O)c1ccccc1)C1CCCC1 (stereo not given)	4	2	-0.3	18	0	-6	-17	1	-5[fluorescence artefact?]

Three of the compounds above, comma-delimited:
smiles,PGE2 EP2 inh,Hck-Nef inh,zVAD death inh,EP2 modulator,eIF4E 4G PPI,Rad51 HR inh,m-calpain inh,TbHK1 inh,14-3-3 Bad inh
CCOc1cc(C=O)cc(Br)c1OCC(=O)NCCc1ccccc1,7,5,0.1,-15,2,6,-25,-9,11
CCc1cccc2c(SC(C)C(=O)NCC3CCCO3)nc(-c3ccccc3)nc12 (stereo not given),9,-1,0.0,42,-14,-5,22,-13,0
Cc1ccc2c(c1)c1c(n2C)-c2[nH]ncc2CC1,15,6,2.8,-69,-3,3,-136,0,-12

Next part:
SMILES	PGE2 EP2 inh	Hck-Nef inh	zVAD death inh	EP2 modulator	eIF4E 4G PPI	Rad51 HR inh	m-calpain inh	TbHK1 inh	14-3-3 Bad inh
CCCCCc1ccc(CC(=O)O)cc1	x	0	-0.1	28	0[fluorescence artefact?]	x	-29	-4	3[fluorescence artefact?]
COc1cccc(/C=N/Nc2nnc3c(n2)[nH]c2ccccc23)c1OC	7	16	0.6	-37	2	3	-1	-7	-2
Nc1nc(C(F)(F)F)cc(=O)n1N	6	-11	2.4	18	-2	1	-18	-8	-8
CC(=O)Nc1c2c(nn1-c1ccc(C)cc1C)CSC2	6	0	0.2	29	6[fluorescence artefact?]	-2	-87	-4	-9[fluorescence artefact?]
COc1cc(C(c2sc3nc(C)nn3c2O)N2CCN(c3ccccc3)CC2)cc(OC)c1OC (stereo not given)	8	-1	3.4	1	-3	2	-9	-2	11
O=C1Nc2ccccc2N(O)N1c1cc(-c2ccccc2)[nH]n1	4	11	0.5	16	-2	2	-6	-1	-8
COc1ccccc1CNC(=O)c1ccccc1OC	-3	0	0.8	2	1	3	11	-3	-8
COC(=O)c1ccc2c(=O)n(CC3CCCO3)c(=S)[nH]c2c1 (stereo not given)	4	1	0.1	-6	1	1	-14	-1	1
Cc1cccc(NC(=O)CSc2nc(NS(=O)(=O)c3ccccc3)cc(=O)[nH]2)c1	6	22	3.2	11	-2	-3	21	-3	-2
CCOC(=O)c1nc(C)nc(Sc2n[nH]c(-c3ccccc3)n2)c1C	15	13	-0.6	-9	-3	7	7	-3	-6
CC1CC1C(=O)OCC(=O)NC(=O)NC12CC3CC(CC(C3)C1)C2 (stereo not given)	3	13	3.5	32	-1	2	20	3	-3
Cc1ccc(Cl)cc1NC(=O)c1ccccn1	2	12	2.6	-2	-2	18	21	0	-2
O=C(O)c1cccc(NC(=O)c2cccc(NC(=O)C3CCCO3)c2)c1 (stereo not given)	6	14	0.5	18	-1	1	-10	1	8
Cc1ccccc1-n1c(SCC(=O)N/N=C/c2c(C)nn(-c3ccccc3)c2C)nc2ccccc2c1=O	7	-2	0.4	-2	-1	x	-49	-13	89*
O=C(CSc1nc2ccccc2[nH]1)NC(=O)NCc1ccco1	8	1	0.1	3	-5[fluorescence artefact?]	1	-103	-2	-9
Cn1c(CSc2ncccn2)nnc1SCC(=O)N1CCCC1	8	28	-0.1	6	0	-1	6	4	1
COc1ccc(CCN(C)C(=S)NC(=O)c2ccc(F)cc2Cl)cc1OC	4	-9	-1.3	4	-1	1	3	1	-4
Cc1ccc(-n2c(Cn3cnc4ccccc43)nnc2SCC(=O)O)cc1	6	1	0.6	15	-2	-4	-13	7	5
CCOC(=O)C1=C(C)NC(SCC(N)=O)=C(C#N)C1c1ccncc1 (stereo not given)	10	3	-0.3	24	-10[fluorescence artefact?]	-7	-156	-8	-12
CC(C)NC(=O)c1onc(CSc2ccc(Cl)cc2)c1C(=O)NC(C)C	5	19	1.6	-24	-3	-10	16	8	-9
N=C1CCCN1CC(=O)c1ccc(Cl)cc1	4	5	-0.4	11	10	-2	28	-5	6[fluorescence artefact?]
Cn1c2c(c(=O)n(C)c1=O)C(c1ccc(O)cc1)Nc1ccccc1O2 (stereo not given)	x	0	0.2	6	3[fluorescence artefact?]	x	-11	-4	-9
COc1cc(C)c(C)cc1S(=O)(=O)N1CCN(Cc2ccccc2)CC1	14	1	-0.1	7	4	3	-9	-4	-4
NNc1nc2c(Cl)c(Cl)ccc2s1	9	13	2.1	-22	-8	4	-5	32	-27[fluorescence artefact?]
CCCOc1ccc(N2C(=O)CC(N3CCOCC3)C2=O)cc1 (stereo not given)	15	3	0.1	-2	2	-6	-56	35	-6
Cc1ccc(NC(=S)NC(=O)CC2CC(C)(C)OC2=O)cc1 (stereo not given)	10	0	1.1	-21	-1	x	-16	-15	0
CCOCCn1c(COc2ccccc2)nc2ccccc21	8	0	-0.2	21	-3	8	20	1	-3
CN(Cc1cnccn1)Cc1ccccc1OCC(O)CN1CCc2ccccc2C1 (stereo not given)	2	14	-0.9	-30	0	-14	-8	-2	-3
COc1cc(CNn2nnnc2N)ccc1OCc1c(Cl)cccc1Cl	7	0	0.5	-5	5	-4	23	2	-12
Cc1ccc(C)n1NC(=O)c1cccs1	15	0	0.1	11	0	-4	-154	0	-7
CCOc1nc(C)cc(C)c1S(=O)(=O)c1cccc(C)c1	2	23	-2.2	54	1	-17	39	0	11
O=c1cc(-c2cccc([N+](=O)[O-])c2)[nH][nH]1	8	6	1.0	31	2[fluorescence artefact?]	0	19	30	-7
CCc1ccc(C(=O)Nc2ccc(C)c(NS(C)(=O)=O)c2)cc1	6	26	70	-6	1	x	2	-3	-3
N#Cc1c(NC2CCCCC2)nc(-c2ccco2)c2c1CCCC2	8	1	0.7	29	-1	11	-209	1	-14
CN(CCc1ccccn1)C(=O)c1cccnc1Oc1ccccc1	5	16	-0.1	20	-4	-5	-23	1	1
Cc1[nH]nc2c1/C(=N\O)CCC2	8	-35	2.2	9	1	8	5	-1	0
COc1cc(C(=O)N2CCN(S(=O)(=O)c3ccc(C)cc3)CC2)ccc1OCc1c(C)noc1C	9	-1	-0.8	-29	-2	0	-51	-21	-4
COC(=O)[C@H](CCSC)NC(=O)NCc1ccc(S(N)(=O)=O)cc1	7	2	0.1	11	-2	3	-15	7	-6
CCOc1ccc(C(NC(=O)c2ccco2)c2ccc(OC)c(OC)c2)cc1 (stereo not given)	8	-25	0.6	-15	-1	-3	17	15	17
N#CCSc1nnc(-c2ccc(S(=O)(=O)N3CCOCC3)cc2)n1CC1CCCO1 (stereo not given)	8	1	0.0	-15	6	3	-6	-1	-1[fluorescence artefact?]
NC(=O)c1cccnc1Oc1ccccc1	12	0	-0.8	-16	-4	9	-2	0	-10
CC(NS(=O)(=O)c1ccccc1)C(c1cccs1)N1CCN(c2ccccc2)CC1 (stereo not given)	8	2	3.2	46	2	2	41	6	-8
CC(=O)N1CCCc2cc(S(=O)(=O)Nc3ccc(C)cc3C)ccc21	5	2	x	-8	0	x	33	2	-4
Cn1nccc1NC(=O)Nc1cccc(Cl)c1Cl	7	10	0.0	-40	0	x	16	-1	3
O=C1NN=C(CSc2n[nH]c(=S)s2)CS1	11	18	15	-2	14	-92	1	-6	20
CCOC(=O)CN1NC2(CCCCC2)NC1=S	39	-3	0.3	5	3[fluorescence artefact?]	-9	-43	6	6[fluorescence artefact?]
COCCn1c(SCC(=O)N2CC(=O)Nc3ccccc32)nc2ccccc2c1=O	2	11	-0.5	-14	2	-10	9	10	2
COc1cccc2c1OC[C@@H](CO)[C@H]2N(C)C(=O)Nc1ccc(Cl)cc1Cl	x	0	-0.2	-24	4	x	-26	2	3
O=C(Nc1nc2ccc(Oc3ccccc3)cc2s1)c1cc([N+](=O)[O-])ccc1N1CCOCC1	8	-1	1.6	9	-8	1	-15	-22	-10[fluorescence artefact?]
COc1ccccc1N(CC(=O)NCc1ccccc1)S(C)(=O)=O	11	1	1.2	23	3	3	10	-3	-8
O=C1CN(C(=O)c2ccccc2)c2ccccc2N1	6	11	-0.5	-2	-2	4	-37	1	10[fluorescence artefact?]
CC(CCc1ccccc1)NC(=O)C1CCN(S(=O)(=O)N2CCCCC2)CC1 (stereo not given)	-3	-1	4.9	2	1	-11	15	-9	-7
OC(CNCCc1ccc(C(F)(F)F)cc1)COc1ccc2ccccc2c1 (stereo not given)	14	1	0.8	-77	0	7	3	8	-19[fluorescence artefact?]
C=CCn1c(SCC(N)=O)nnc1-c1cnccn1	12	7	0.3	19	0	5	-10	-5	-3
O=[N+]([O-])c1ccc(N2CCC(O)CC2)nc1	8	2	-0.7	10	7	10	16	-15	7[fluorescence artefact?]
COc1cc(CC(=O)OCC(=O)NC2CC2)cc(OC)c1OC	16	22	5.8	23	2	17	-34	-1	-11
Cc1nn2c(C)c(C(=O)Nc3ccccc3)cnc2c1C#N	17	1	1.4	-20	-16[fluorescence artefact?]	-4	-55	-11	-3[fluorescence artefact?]
COCCOC(=O)c1sc(=S)n(CCOC)c1N	x	2	0.9	-1	-14	x	-32	-16	6
CCOC(=O)N1CCC(Nc2ncnc3c2cnn3-c2ccc(Cl)cc2)CC1	8	8	-0.9	-9	-18[fluorescence artefact?]	-2	-62	1	-5[fluorescence artefact?]
CN(C)S(=O)(=O)c1ccc(NC=C(C#N)C#N)cc1	4	27	-1.5	-5	3	-7	-40	-66	3
